CXCR6 block: blocks human CXCR6 beta-arrestin recruitment. O00574. CHO-K1 PathHunter CXCR6 beta-arrestin, luminescence. inhibition, % at 20 µM. hit rate 0.36% among 360,000; in the data active = inhibition above about 34%, passing the limit was not always enough;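 note: antagonist mode with CXCL16 agonist at 10 nM final; 0% = 10 nM CXCL16 with DMSO and 100% = unstimulated wells without agonist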
Target sequence (O00574 whole entry, looked up): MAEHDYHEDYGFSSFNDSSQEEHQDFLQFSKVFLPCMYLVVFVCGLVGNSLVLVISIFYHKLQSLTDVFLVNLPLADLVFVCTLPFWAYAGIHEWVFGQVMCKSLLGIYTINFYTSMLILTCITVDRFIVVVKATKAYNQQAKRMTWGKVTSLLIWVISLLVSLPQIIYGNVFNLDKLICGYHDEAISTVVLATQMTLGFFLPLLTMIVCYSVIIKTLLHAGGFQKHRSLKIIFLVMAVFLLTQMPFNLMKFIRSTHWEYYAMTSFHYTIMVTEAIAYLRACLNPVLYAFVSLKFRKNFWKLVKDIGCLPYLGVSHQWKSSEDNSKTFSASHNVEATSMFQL
GRIN3A LBD mod: modulates the human NR3A ligand-binding domain | AID 1259313 | hit rate 2.5% among 340,000 | NR3A LBD differential scanning fluorimetry, Tm shift; 0% = protein alone, 100% = glycine-bound protein | Tm shift relative to glycine control, % at 25 µM;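 active = melting temperature shift of at least 10% of the positive control shift, at one fixed dose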
APOBEC3G inh: inhibitors of human APOBEC3G DNA deaminase. Q9HC16. recombinant A3G, ssDNA deamination FAM/TAMRA fluorescence. inhibition, % at 20 µM. hit rate 0.28% among 330,000;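 active = inhibition of at least 40% at 20 µM, with no more than 30% in the related APOBEC3A deaminase screen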;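 note: plate controls were DMSO wells with A3G for no effect and wells lacking A3G enzyme for full effect; some compounds called inactive have numbers as strong as hits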
APOBEC3A inh: inhibitors of human APOBEC3A DNA deaminase; P31941; recombinant A3A, FAM/TAMRA ssDNA deamination fluorescence; inhibition, % at 20 µM; hit rate 0.41% among 330,000;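 active = at least 40% inhibition at 20 µM here, with at most 30% in a related deaminase screen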;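 note: plate controls were A3A with DMSO for no effect and wells lacking A3A enzyme for full effect; some results filed as inactive read as strong as hits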
Target sequence (P31941 whole entry, looked up): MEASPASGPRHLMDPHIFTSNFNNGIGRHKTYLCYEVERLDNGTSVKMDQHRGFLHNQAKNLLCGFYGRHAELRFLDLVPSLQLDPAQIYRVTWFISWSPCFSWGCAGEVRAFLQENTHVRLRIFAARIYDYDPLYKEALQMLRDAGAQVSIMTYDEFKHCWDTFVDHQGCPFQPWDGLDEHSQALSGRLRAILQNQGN
CCR6 antag: antagonists of human CCR6 receptor. hit rate 0.49% among 340,000. inhibition, % at 20 µM. CHO-K1 CCR6 PathHunter beta-arrestin, luminescence, CCL20-stimulated. P51684;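 active = compounds whose inhibition of the agonist-driven luminescence signal at 20 µM reaches about 50%, limit read from the data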;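 note: cells stimulated with CCL20 at 14 nM final; plate controls were DMSO with CCL20 for no effect and DMSO without agonist for full effect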
MPTP inh: permeability transition pore inhibition. isolated mouse mitochondria, Ca2+ swelling absorbance, 30 min. inhibition, % at 10 µM. hit rate 1.4% among 360,000. AID 602449;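 active = inhibition of 50% or more, scaled per plate between neutral and stimulator controls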;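 note: 0% = DMSO wells given calcium and 100% = 1 mM EGTA wells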
Gli-Sufu block: Gli-Sufu pathway antagonism. Sufu-KO-LIGHT fibroblasts, Gli luciferase reporter luminescence. hit rate 0.74% among 340,000. inhibition, % at 5 µM;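 active = inhibition above about 55%, limit read from the data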;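 note: 0% = DMSO-treated cells and 100% = wells with medium but no cells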
EBI2 block: blocks human EBI2 receptor beta-arrestin signaling | AID 651636 | EBI2 beta-arrestin recruitment, luminescence, 7a,25-OHC stimulated | P32249 | inhibition, % at 5 µM | hit rate 0.81% among 360,000; in the data active = inhibition above about 38%;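 note: enzyme fragment complementation signal reports receptor beta-arrestin coupling in cells; 0% = agonist plus DMSO wells and 100% = wells without agonist; some results beyond the cut were filed as inactive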
Target sequence (P32249 whole entry, looked up, the tested form may be a part): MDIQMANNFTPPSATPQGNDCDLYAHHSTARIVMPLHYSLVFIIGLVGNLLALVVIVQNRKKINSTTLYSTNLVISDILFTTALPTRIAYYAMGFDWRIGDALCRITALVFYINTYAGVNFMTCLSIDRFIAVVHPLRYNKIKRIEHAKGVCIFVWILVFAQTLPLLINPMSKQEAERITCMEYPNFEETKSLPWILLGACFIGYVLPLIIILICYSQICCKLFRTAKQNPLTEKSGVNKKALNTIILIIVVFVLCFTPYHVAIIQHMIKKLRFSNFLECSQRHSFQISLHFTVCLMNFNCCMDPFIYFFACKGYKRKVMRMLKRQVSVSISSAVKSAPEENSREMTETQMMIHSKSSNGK
An asterisk follows results filed as active; nt = no result given.

#	SMILES	CXCR6 block	GRIN3A LBD mod	APOBEC3G inh	APOBEC3A inh
1	CC(C)CN(C(=O)CSc1nc2ccccc2c(=O)[nH]1)c1c(N)n(CC(C)C)c(=O)[nH]c1=O	-10	-1	1	-1
2	CCOC(=O)CN1CC(C)(C)N(CC(=O)OCC)CC1(C)C	-12	-1	nt	nt
3	COc1ccc([N+](=O)[O-])cc1NC(=O)c1ccc(N(Cc2ccccc2C)S(C)(=O)=O)cc1	14	-13	-2	-1
4	CC(=O)NCCCc1nc2ccccc2n1Cc1c(F)cccc1Cl	-5	0	0	8
5	O=C(CCCOc1ccccc1)N1CCN(c2ccccc2)CC1	-12	-1	-5	2
6	O=[N+]([O-])c1nn(-c2cccc(Cl)c2)n(O)c1=NCc1cccnc1	-13	7	-8	-3
7	CC(=O)/C(=N\Nc1ccccc1)Sc1nnc(-c2ccccc2)n1-c1ccccc1	3	-7	-4	-2
8	Cc1nc2c(o1)CCc1ccccc1C2O (centres undefined)	0	0	-7	-5

#	CCR6 antag	MPTP inh	Gli-Sufu block	EBI2 block
1	10	-0.5	-4	-15
2	-9	0.5	-3	2
3	22	0.2	-5	22
4	-8	-0.6	14	5
5	2	1.0	-54	5
6	22	-1.6	0	-15
7	10	-1.5	26	-16
8	-3	-2.1	0	9

The results go on.
#	SMILES	CXCR6 block	GRIN3A LBD mod	APOBEC3G inh	APOBEC3A inh
9	O=C(CCCCn1cnc2c(=S)nc[nH]c21)Nc1ccc(C(=O)O)cc1	2	1	nt	nt
10	COc1cc(NC(=O)CN2C(=O)C(C)N(c3ccc(C)cc3)C2=O)cc(OC)c1 (centres undefined)	0	0	-5	-1
11	O=C1C=C(c2cccc(Cl)c2O)C[C@@H](c2ccc(Cl)cc2)C1	0	0	-7	-2
12	Cc1nnc(NC(=O)c2ccc(S(=O)(=O)N3CC(C)CC(C)C3)cc2)o1 (centres undefined)	13	-2	6	3
13	Cc1cc(C)n(C(=O)c2c([N+](=O)[O-])c(C)nn2C)n1	6	0	2	0
14	COCCn1c(SCC(=O)c2ccc(CNC(C)=O)o2)nc2ccccc2c1=O	-2	0	-1	4
15	COc1ccc(N=C2S/C(=C\c3ccc(OCC(=O)O)cc3)C(=O)N2CCc2c[nH]c3ccccc23)cc1	18	0	-1	2
16	COC(=O)C1=CN(c2ccc(OC)cc2)C=C(C(=O)OC)C1c1cccc(F)c1	-5	-1	-7	-7

#	CCR6 antag	MPTP inh	Gli-Sufu block	EBI2 block
9	5	0.6	6	4
10	16	-0.1	-5	5
11	19	20	0	26
12	1	-1.2	-26	9
13	-5	0.0	4	0
14	-7	0.9	-1	-14
15	42	-1.7	-4	8
16	19	7.1	1	-10

(continued)
#	SMILES	CXCR6 block	GRIN3A LBD mod	APOBEC3G inh	APOBEC3A inh
17	COc1ccc(OC)c(NS(=O)(=O)c2ccc(NC(=O)C3COc4ccccc4O3)cc2)c1 (centres undefined)	-6	4	-3	3
18	O=C(CSc1nc2nc(-c3cccs3)cc(C(F)(F)F)c2c(=O)[nH]1)Nc1ccc(F)c(F)c1	10	35*	-4	-1
19	CCOc1ccccc1N1CC(C(=O)N2CCc3ccccc3C2)CC1=O (centres undefined)	nt	-2	3	5
20	CN(CC(=O)NCc1ccncc1)S(=O)(=O)c1ccccc1	-1	-1	-9	-5
21	O=C(NCc1ccccc1)c1ccc(/C=N/O)nc1	-6	0	-9	2
22	CCN(C[C@H]1N[C@@](CC)(C(=O)OC)[C@H]2C(=O)N(Cc3ccccc3)C(=O)[C@@H]12)S(=O)(=O)c1ccc(F)cc1	1	0	-5	-1
23	COC(=O)c1nc2cc(C)ccn2c1F	3	0	0	-4
24	CCS(=O)(=O)c1ccc(O)c(NC(=O)c2cc(OC)c(OC)c(OC)c2)c1	-1	0	-1	2

#	CCR6 antag	MPTP inh	Gli-Sufu block	EBI2 block
17	21	-0.2	-3	6
18	-23	76*	-2	7
19	0	nt	-1	nt
20	-1	-0.4	-1	-5
21	-16	1.6	3	-12
22	7	-0.7	8	5
23	-7	-0.9	-2	-8
24	-8	-1.0	4	-9

An excerpt of these results, tab-delimited.
item	molecule	CXCR6 block	GRIN3A LBD mod	APOBEC3G inh	APOBEC3A inh	CCR6 antag	MPTP inh	Gli-Sufu block	EBI2 block
18	O=C(CSc1nc2nc(-c3cccs3)cc(C(F)(F)F)c2c(=O)[nH]1)Nc1ccc(F)c(F)c1	10	35*	-4	-1	-23	76*	-2	7
22	CCN(C[C@H]1N[C@@](CC)(C(=O)OC)[C@H]2C(=O)N(Cc3ccccc3)C(=O)[C@@H]12)S(=O)(=O)c1ccc(F)cc1	1	0	-5	-1	7	-0.7	8	5
17	COc1ccc(OC)c(NS(=O)(=O)c2ccc(NC(=O)C3COc4ccccc4O3)cc2)c1 (centres undefined)	-6	4	-3	3	21	-0.2	-3	6
19	CCOc1ccccc1N1CC(C(=O)N2CCc3ccccc3C2)CC1=O (centres undefined)	nt	-2	3	5	0	nt	-1	nt
20	CN(CC(=O)NCc1ccncc1)S(=O)(=O)c1ccccc1	-1	-1	-9	-5	-1	-0.4	-1	-5
21	O=C(NCc1ccccc1)c1ccc(/C=N/O)nc1	-6	0	-9	2	-16	1.6	3	-12

(continued)
#	SMILES	CXCR6 block	GRIN3A LBD mod	APOBEC3G inh	APOBEC3A inh
25	Cc1ccc(C)c(NC(=O)C(CC(=O)O)C2CCCO2)c1 (centres undefined)	-2	-3	-8	-4
26	COc1ccc(CNC(=O)C2CCCN2S(=O)(=O)c2ccccc2)cc1 (centres undefined)	-1	1	14	4
27	COc1ccc(Cl)cc1C(=O)Nc1ccc(Br)c(C)n1	-15	4	-6	1
28	Cc1c(C(=O)OC(C)CCN(C)C)oc2ccccc12 (centres undefined)	2	1	-2	-2
29	Cc1ccc(NC(=O)c2ccc(=O)[nH]c2)cc1S(=O)(=O)N1CCCCC1	1	-1	-6	2
30	CCNc1nc(Sc2ccc(C)cc2)cc(C(F)(F)F)n1	-4	1	-9	-6
31	O=C(O)C1=NN(c2ccccc2)C(=O)C1	2	1	-2	5
32	COc1ccc(OC)c(C(=O)N2CCC(CCC(=O)NC3CC3)CC2)c1	2	0	-4	1

#	CCR6 antag	MPTP inh	Gli-Sufu block	EBI2 block
25	-10	0.5	-2	-4
26	0	1.1	6	-10
27	11	-0.1	-56	6
28	-5	-0.4	1	6
29	3	-0.8	7	-3
30	-1	4.9	-4	14
31	-1	-0.4	3	3
32	2	-2.4	-9	1

Continuation:
#	SMILES	CXCR6 block	GRIN3A LBD mod	APOBEC3G inh	APOBEC3A inh
33	Cc1oc(C(=O)O)cc1CSCc1cc(C(=O)O)c(C)o1	4	-1	-3	15
34	COc1cc(CNC2CCC(C)C2)cc(OC)c1 (centres undefined)	5	0	-9	-7
35	O=C(N/N=C1\CC(c2ccccc2)Oc2ccccc21)c1ccccn1 (centres undefined)	2	0	-6	-3
36	CCOC(=O)C(CC(=O)Nc1nc(C(C)=O)c(C)s1)C(C)c1ccccc1 (centres undefined)	7	3	-2	-5
37	COc1ccc([C@H]2/C=C\CN(S(=O)(=O)c3ccc4ccccc4c3)[C@@H](C)C(=O)N2Cc2ccc(F)cc2)cc1	18	2	0	2
38	O=C(Nc1cccc(S(=O)(=O)c2cccc(NC(=O)C3CC3)c2)c1)C1CC1	-4	-8	-5	-4
39	C#CCO[C@@H]1C[C@H](n2ccc(NC(=O)c3ccccc3)nc2=O)O[C@@H]1CO	-4	2	-2	1
40	Cc1ccccc1CC1(CO)CCCN(C(=O)c2ccc(F)cc2)C1 (centres undefined)	5	-1	-6	-8

#	CCR6 antag	MPTP inh	Gli-Sufu block	EBI2 block
33	8	-5.7	-1	-12
34	14	-1.6	-4	-1
35	-2	2.4	8	-29
36	14	1.0	-4	-2
37	3	1.9	29	4
38	7	9.5	25	-6
39	12	0.8	-6	-18
40	2	-0.3	-7	8

Going on with the list:
#	SMILES	CXCR6 block	GRIN3A LBD mod	APOBEC3G inh	APOBEC3A inh
41	O=C(NC1CC2CCCC(C1)N2C(=O)N1CCCCC1)C1CCCCC1 (centres undefined)	-6	1	-7	-3
42	CCCC1CC(C)(c2csc(Nc3ccc(OCC)cc3)n2)OC1=O (centres undefined)	-11	-3	-4	-7
43	COc1ccc(C(=O)NCC(=O)NCC2COc3ccccc3O2)cc1 (centres undefined)	1	-1	-4	-2
44	CC1(c2ccccc2)NC(=O)N(CC#N)C1=O (centres undefined)	-1	1	-3	1
45	O=C(c1ccco1)N1CCN(c2nc3ccccc3n3nnnc23)CC1	-4	0	-8	-5
46	CCOc1cc(Cl)c(NC(C)=O)cc1OCC	-5	-1	-2	1
47	Cc1c(Cl)cccc1NC(=O)c1ncn[nH]1	5	-1	-2	3
48	CCCCCN(C(=O)CCC(=O)OCC(=O)N(CC)C1CCCCC1)c1c(N)n(CCCC)c(=O)[nH]c1=O	7	-1	-11	-1

#	CCR6 antag	MPTP inh	Gli-Sufu block	EBI2 block
41	-15	-0.4	1	3
42	9	6.6	-1	30
43	3	1.4	-8	-1
44	6	-0.2	-2	-8
45	-11	-3.9	-11	-3
46	11	-1.0	2	-13
47	10	2.3	3	-1
48	9	-1.3	-13	-5

The list goes on:
#	SMILES	CXCR6 block	GRIN3A LBD mod	APOBEC3G inh	APOBEC3A inh
49	Oc1ccc2[nH]ccc2c1	-9	-6	-8	-5
50	Cc1ccc(OCC(=O)NNC(=O)C(C)Sc2ncnc3sc(C)c(C)c23)cc1 (centres undefined)	-1	-2	-4	0
51	O=C(Nc1cnc2ccccc2c1)c1ccco1	-7	-1	2	1
52	O=C(CSc1nc2c(cnn2-c2ccccc2)c(=O)[nH]1)c1ccc(Cl)cc1	-2	-4	-12	-5
53	O=C(Nc1cc(S(=O)(=O)N2CCOCC2)ccc1Oc1ccc(F)cc1)C1=COCCO1	13	-3	-6	7
54	CC(C)CC1NC(=O)N(CC(=O)N2CCN(S(=O)(=O)c3ccccc3)CC2)C1=O (centres undefined)	0	1	-2	4
55	CCCn1nc(Oc2nc(N(C)C)nc(N(C)C)n2)ccc1=O	2	0	-6	-2
56	CN(C)CCCOc1ccc(C(C)(C)c2ccccc2)cc1	-9	-3	-2	1

#	CCR6 antag	MPTP inh	Gli-Sufu block	EBI2 block
49	-25	-0.6	-73	-6
50	5	4.8	0	18
51	1	-1.7	-86	4
52	3	2.7	1	16
53	1	-0.4	-4	-3
54	-30	2.2	2	-6
55	7	-0.9	14	-4
56	12	0.1	4	-7

Next records
#	SMILES	CXCR6 block	GRIN3A LBD mod	APOBEC3G inh	APOBEC3A inh
57	NC(=O)C1CCN(C(=O)COCc2cc(-c3ccc4c(c3)OCO4)on2)CC1	-3	1	2	-3
58	Cc1ccc(-c2nn(C)c(=O)c3ccccc23)cc1S(=O)(=O)NCCN(C)C	5	-2	-5	2
59	Nc1ncc2c(n1)-c1cc(Cl)ccc1SC2	-12	-2	-14	5
60	CCOC(=O)c1c(C)[nH]c2cc(Br)c(OC)cc12	11	1	4	-5
61	CC(C)c1ccc(CCNC(=O)CCNC(=O)c2ccc(Br)cc2)cc1	6	2	-4	2
62	O=C(N/N=C/c1ccco1)c1cc(Br)ccc1OCc1ccccc1	2	-2	-4	-1
63	COc1ccc(Br)cc1/C=N/NC(=O)C(c1ccncc1)N1CCOCC1 (centres undefined)	3	-3	8	8
64	Cc1cccc(NS(=O)(=O)c2c(C)noc2C)c1	-6	-1	-5	-4
65	CC(C)CC(NC(=O)OCc1ccccc1)C(=O)NC(Cc1ccccc1)C(=O)CCl (centres undefined)	23	0	nt	nt
66	CCc1nccn1S(=O)(=O)c1ccc(C)c(C)c1	11	0	-7	-1
67	COc1cc(/C=C2/SC(=Nc3ccc(O)cc3)NC2=O)cc(OC)c1O	-1	11*	-10	0

#	CCR6 antag	MPTP inh	Gli-Sufu block	EBI2 block
57	-1	-2.8	-27	0
58	17	0.2	14	-9
59	0	-1.9	12	1
60	21	-0.2	1	7
61	7	-1.2	1	8
62	5	8.6	-1	-7
63	10	-0.2	-3	-7
64	17	0.8	-2	5
65	29	0.4	-5	-2
66	-1	-0.6	-1	8
67	17	0.0	0	-4

Assay outcomes: PubChem, Sanford-Burnham Center for Chemical Genomics
